Lipid storage S3 – qHTS Assay for Lipid Storage Modulators in Drosophila S3 Cells. Drosophila S3 cells, BODIPY lipid droplet fluorescence, 18-24 h; cells fed with added oleic acid. 0.64% of 320,000 active. Potency in µM for hits, for the others lipid storage change, negative = inhibition, % at the top dose, mostly 46.1 µM. AID 2685; active = well fitted inhibition curve with a large enough effect in the signal ratio, with a control signal flat, not every such curve was filed as active; inconclusive = small, poorly fitted or top-dose-only effect, or effect the other way, or a change in a side signal; the % refers to the signal ratio
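Drosophila S3 cells got compounds at several concentrations plus oleic acid (400 uM solution). Laser-scanning cytometry with 488 nm excitation read lipid droplets at 500-530 nm and cells at 575-640 nm. Percent activity was relative to 20 uM Triacsin C.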
Lipid storage S3 cell count max – further read-out of Lipid storage S3, marked with its call; cell number change, %; measured here: cell count max response;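 cells counted by Cell Tracker Red CMTPX staining in the red channel; peak over a dose series mostly up to 46.1 µM; percent activity relative to internal control wells on each plate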
An asterisk follows results filed as active; i = inactive; ? = inconclusive; . = no result given; [ ] = another dose, or the depositor's remark. % is scaled to controls: 0 for no effect and ±100 for the full control effect; potency is read from the fitted curve at half-maximal effect.

item	smiles	Lipid storage S3	Lipid storage S3 cell count max
1	C/C(=N\O)C(=O)OC1CC(C)CCC1C(C)C (stereo unspecified)	?	.
2	O=C(CSCC(=O)N1CCCCC1)Nc1nc(-c2ccc(Cl)s2)cs1	?	.
3	CCOC(=O)CNC(=O)c1cccnc1	?	.
4	COc1cc(C(=O)NCCC(c2ccccc2)c2ccccc2)cc(OC)c1OC	?	.
5	CN1C(=O)c2ccccc2Sc2ccc(NC(=O)NC3CC3)cc21	-12%	-3
6	COc1ccc(C)cc1NC(=O)CN(C)S(=O)(=O)c1cc(C)ccc1OC	?	.
7	O=C(Nc1cccnc1)c1cccc(S(=O)(=O)Nc2ccccc2F)c1	1%[0.0737 µM]	-11
8	Cc1ccc(SCc2cc(=O)n3[nH]c(C)nc3n2)cc1	i	.
9	O=C(NCc1ccco1)c1cnc2sccn2c1=O	38%	.
10	Cc1ccc(-c2nc(SCC(N)=O)c(C#N)c3c2CCCC3)cc1	?	.
11	CCOc1ccc(NC(=O)C2CC(=O)N(C)C(=Nc3ccc4c(c3)OCO4)S2)cc1 (stereo unspecified)	18%	6
12	Cc1ccccc1OCC(=O)NNC(=O)c1cc(S(=O)(=O)N(C)C)ccc1N1CCCC1	-13%	29
13	C/C(=N\Nc1ccc(F)cc1)c1ccc(N2CCOCC2)c(F)c1	19%	15
14	CN(C(=O)COc1ncnc2sccc12)C1CCCCC1	?	.
15	NS(=O)(=O)c1ccc(NC(=O)COC(=O)CC2Sc3ccccc3NC2=O)cc1 (stereo unspecified)	?	.
16	COc1ccc(S(=O)(=O)NCCCCC(=O)O)cc1C(=O)O	20%	32
17	Cc1ccc(S(=O)(=O)Nc2cc3c4c(c2)CCN4C(=O)CC3)cc1	25%	.
18	COC(=O)C1(CCSC)NC(c2ccc(O)c(OC)c2)C2C(=O)N(c3ccc(C)cc3)C(=O)C21 (stereo unspecified)	-1%	0
19	Cc1c(C(=O)N2CCCC2)c(S(=O)(=O)Nc2ccccc2)c(C)n1C	i	-1
20	CC(=O)CNc1ccc(S(=O)(=O)N/N=C/c2ccccc2)cc1	?	.
21	Cc1[nH]c(C)c(S(=O)(=O)N2CCC(C)CC2)c1C(=O)N1CCCC1	i	.
22	COc1ccc(N2CCN(C(=O)Cc3cccs3)CC2)cc1	?	.
23	CC1=NN(C(=O)CCc2ccccc2)C(O)(c2ccncc2)C1 (stereo unspecified)	?	.
24	Cc1ccnc(NC(=O)CNC(=O)Cc2cccc3ccccc23)c1	27%	20

Entries shown so far that contain four or more nitrogen atoms, in the order listed:
item	smiles	Lipid storage S3	Lipid storage S3 cell count max
8	Cc1ccc(SCc2cc(=O)n3[nH]c(C)nc3n2)cc1	i	.
12	Cc1ccccc1OCC(=O)NNC(=O)c1cc(S(=O)(=O)N(C)C)ccc1N1CCCC1	-13%	29

Carrying on:
item	smiles	Lipid storage S3	Lipid storage S3 cell count max
25	Cc1sc(NC(=O)CS(=O)(=O)c2ccccc2)c(C(N)=O)c1C	?	.
26	COc1ccc2oc(=O)c(C(=O)Nc3ccccc3-c3ccccc3)cc2c1	?	.
27	CC(Oc1ccccc1)C(=O)N=Nc1c(O)[nH]c2ccc(Br)cc12 (stereo unspecified)	?	.
28	O=C(NNC(=O)C1CCC1)c1ccccc1	?	.
29	Cc1ccc(N2CC(C(=O)Nc3cc(Cl)ccc3-n3cncn3)CC2=O)cc1 (stereo unspecified)	?	.
30	O=C(O)c1ccc(N=N/C(=N\Nc2ccc(C(=O)O)cc2)c2ccccc2)cc1	?	.
31	O=C(Nc1nc2c(Cl)cccc2s1)C1CC1	?	.
32	Cc1ccc(NC(=O)CN(C)C(=O)c2ccccc2OCc2c(C)noc2C)cc1	?	.
33	CC(C)N1CCC(NC(=O)NC2CCCCC2)CC1	-13%	-4
34	O=C(/C=C/c1ccc(-c2ccc(F)cc2)o1)N1CCCC1	-2%	11
35	COc1ccc(Cl)cc1NC(=S)Nc1cccc(C)c1	?	.
36	Cc1ccc(CNS(=O)(=O)c2c(N)n(C)c(=O)n(C)c2=O)cc1	4%	3
37	CC1CCN(C(=O)COC(=O)c2nn(C)c(=O)c3ccccc23)CC1	?	.
38	COc1ccc(CCN(C)C2CCCN(C(=O)Cn3cnnn3)C2)cc1OC (stereo unspecified)	?	.
39	CCOc1ccc(NC(=O)c2cc3cc4ccc(OC)cc4nc3o2)cc1	-14%	6
40	CCOCCCn1c(=N)c(C(N)=S)cc2c(=O)n3cccc(C)c3nc21	?	.
41	CCOC(=O)C1(Cc2ccccc2C)CCCN(C(=O)c2ccnn2C)C1 (stereo unspecified)	-21%	1
42	Cc1cccc(OCC(O)Cn2c(=N)n(CCN3CCCCC3)c3ccccc32)c1 (stereo unspecified)	18%	-1
43	Cc1cc(NC(=O)CCCn2ccc([N+](=O)[O-])n2)n(Cc2ccc(F)cc2)n1	9%	17
44	CN(CC(=O)NC1CCCCC1)S(=O)(=O)c1cccc2cccnc12	?	.
45	C/C(=N\N(Cc1ccccc1)c1ccccc1)c1cccnc1	16%	23
46	O=C(NCc1cccnc1)c1cccc(F)c1	i	-1
47	CCC(C)C(NC(=O)[C@@H](NC(=O)c1ccccc1F)C(C)C)C(=O)OC (stereo partly specified)	?	.
48	COc1ccccc1NC(=O)CN1CCN(CC(=O)Nc2ccc3c(c2)OCO3)CC1	?	.

Brought forward from above: 3 entries, followed by the next part.
item	smiles	Lipid storage S3	Lipid storage S3 cell count max
46	O=C(NCc1cccnc1)c1cccc(F)c1	i	-1
47	CCC(C)C(NC(=O)[C@@H](NC(=O)c1ccccc1F)C(C)C)C(=O)OC (stereo partly specified)	?	.
48	COc1ccccc1NC(=O)CN1CCN(CC(=O)Nc2ccc3c(c2)OCO3)CC1	?	.
49	Cc1ccc(-c2csc3nnc(SCc4csc(C)n4)n23)cc1	?	.
50	COc1ccc(-c2nnc(SCc3nc4ccccc4c(=O)[nH]3)o2)cc1	1%	3
51	COc1cccc(NC(=O)C2CCN(C(=O)[C@@H]3Cc4ccccc4CN3C(=O)OC(C)(C)C)CC2)c1	i	.
52	COc1ccc(CCNC(=O)c2ccc(CNc3nc(=S)[nH]c4ccccc34)cc2)cc1OC	?	.
53	CCC(C)[C@H](NC(=O)N1CC(=O)Nc2ccccc21)C(=O)N[C@H](Cc1c[nH]c2ccccc12)C(=O)O (stereo partly specified)	?	.
54	Cn1c(=O)c2[nH]cnc2n(C)c1=O	?	.
55	Cn1c(=O)[nH]c(=O)c2c1nc(SCC(=O)Nc1ccccc1)n2Cc1ccccc1	?	.
56	Cc1ccc(C)c(S(=O)(=O)N2CCCOC2CNC(=O)C(=O)NCCc2ccccc2)c1 (stereo unspecified)	?	.
57	Cc1cc(F)ccc1S(=O)(=O)NCC(c1ccc2c(c1)OCO2)N1CCOCC1 (stereo unspecified)	?	.
58	Cc1ccc(C)c(NC(=O)COc2cccc3c2CCN(Cc2ccccc2)C3=O)c1	-13%	-13
59	CCC(C)c1ccc(C(CC)NC(=O)C2CCCO2)cc1 (stereo unspecified)	11%	4
60	Cc1cc(=O)oc2c3c(cc(OCC(=O)NC(C)C)c12)OC(C)(C)CC3	?	.
61	C=CCOc1c(/C=N\NC(N)=O)cccc1OC	0%	1
62	O=C(O)CCCC(=O)Nc1ccc(C(=O)N2CCCCC2)cc1	?	.
63	O=C(NC1CCCCC1)C(c1cc2c(cc1[N+](=O)[O-])OCO2)N1CCCCC1 (stereo unspecified)	5%	17
64	CC1CCc2c(sc3nc(SCC(=O)NCc4ccco4)nc(N)c23)C1 (stereo unspecified)	16%	-22
65	Cc1ccc(/C(O)=C2/C(=O)C(=O)N(c3ccccn3)C2c2cccc([N+](=O)[O-])c2)cc1 (stereo unspecified)	-17%	-11
66	O=C(COc1ccc(Cl)cc1)Nc1ccc(CN2CCOCC2)cc1	?	.
67	O=C(COC(=O)c1cccc(S(=O)(=O)N2CCCC2)c1)NCc1ccccc1	1%	20
68	O=C(CCS(=O)(=O)c1ccc(Br)cc1)NCc1cccs1	?	.
69	CCCc1cc(=O)[nH]c(SCC(=O)c2c(C)[nH]c3ccccc23)n1	7%	-11
70	CCc1cc(=O)oc2cc3occ(C)c3cc12	?	.
71	CC(C)Cc1nc2sc3c(NCc4ccco4)ncnc3c2c2c1COC(C)(C)C2	?	.
72	Cn1cccc1/C=C(\C#N)c1ccccc1	-8%	-7
73	COc1ccc(C(=O)Cn2nnc(-c3ccccc3NC(=O)C3CC3)n2)cc1	?	.
74	CCOc1cccc2cc(-c3nc4ccc(C(=O)O)cc4[nH]3)c(=O)oc12	10%	-1
75	CC(=Nc1ccccc1O)c1sc2ccccc2c1O	26µM*	-13*
76	CCC(C)c1ccc(OCCCCN2CCOCC2)cc1 (stereo unspecified)	?	.
77	OC(COc1ccc2c(c1)CCC2)Cn1cnc2ccccc21 (stereo unspecified)	?	.
78	COc1cccc(CN(C)C(=O)CNC(=O)c2sc3ccccc3c2Cl)c1OC	?	.
79	CCOc1ccccc1NC(=O)c1ccccc1N(C)S(C)(=O)=O	?	.
80	COc1ccccc1NS(=O)(=O)c1cccc(NC(=O)NC2CCCCC2)c1	0%	-5
81	COc1cc(Cl)c(C)cc1NC(=O)c1ccc2c(SCC(=O)O)c3c(nc2c1)CCCC3	0%	18
82	O=C(CSc1nnnn1-c1cccc(Cl)c1)Nc1ccc2c(c1)CCC2	?	.
83	Cn1c(=O)c2c(nc(SCc3cccnc3)n2Cc2ccccc2)n(C)c1=O	11%	-15
84	CS(=O)(=O)c1nc(S(=O)(=O)c2ccc(Cl)cc2)c(NCCCn2ccnc2)s1	i	-9

Single records (already shown).
Entry for Cc1ccc(SCc2cc(=O)n3[nH]c(C)nc3n2)cc1 = Lipid storage S3 = i; Lipid storage S3 cell count max = .
Entry for Cc1sc(NC(=O)CS(=O)(=O)c2ccccc2)c(C(N)=O)c1C = Lipid storage S3 = ?; Lipid storage S3 cell count max = .

(cont.)
item	smiles	Lipid storage S3	Lipid storage S3 cell count max
85	O=C(CN1CCN(S(=O)(=O)c2ccc(Cl)s2)CC1)N1CCCCC1	?	.
86	Cc1c(OCC(=O)NCc2cccnc2)ccc2c3c(c(=O)oc12)CCCC3	?	.
87	CN(Cc1cccs1)C(=O)CCCc1c[nH]c2ccccc12	?	.
88	COc1ccccc1N(Cc1ccccc1)S(=O)(=O)c1cccc(C(=O)Nc2ncccc2C)c1	?	.
89	COC(=O)c1ccccc1NC(=O)COc1ccccc1[N+](=O)[O-]	?	.
90	COc1ccc(S(=O)(=O)N2CCOC2CNC(=O)C(=O)NCCc2ccccc2)cc1 (stereo unspecified)	?	.
91	O=[N+]([O-])c1ccc(N/N=C/c2cccc(O)c2O)cc1	?	.
92	CSc1ccccc1NC(=O)CN(C)CC(=O)Nc1ccccc1N1CCOCC1	0%	6
93	CC(=O)NCCn1c(SCC(=O)c2ccccc2)nc2ccccc2c1=O	?	.
94	CC(C)NC(=O)C(=O)NCCCOC(C)C	-18%	-14
95	CCc1nnc(NC(=O)Cc2ccc(OC)c(OC)c2)s1	-10%	9
96	O=C(Nc1cccnc1)/C(N=Nc1c(Cl)cccc1Cl)=C(\O)c1ccccc1	?	.
97	Cc1ccc(OCC(=O)n2nc(C)cc2C)c(Br)c1	?	.
98	CC(=O)OC(C)=O	?	.
99	CSc1cnn(-c2ccccc2)c(=O)c1SC	2%	.
100	COc1ccc(S(=O)(=O)NCc2cc(-c3ccccc3Cl)no2)cc1	0%	5
101	CC(=O)c1ccc(NC(=O)C(C)OC(=O)C(C)Oc2cccc(C)c2)cc1 (stereo unspecified)	8%	16
102	Cc1nc2sc(-c3ccccc3)cc2c(=O)[nH]1	i	-20
103	CC(C(=O)Nc1ccccn1)c1ccccc1 (stereo unspecified)	?	.
104	COc1ccc(-c2cc(C(=O)OCC(=O)N(C)C3CCS(=O)(=O)C3)c3ccccc3n2)cc1OC (stereo unspecified)	-2%	0
105	CN(CC(=O)Nc1ccc(F)cc1)C(=O)CSc1ccc2c(c1)OCCO2	?	.
106	O=C1Nc2ccc(S(=O)(=O)NCCCO)c3cccc1c23	?	.
107	CCCc1cnc(N2CCN(S(C)(=O)=O)CC2)nc1	-1%	11
108	Cc1cc(C)n(CCC(=O)N2CCN(S(=O)(=O)c3ccccc3)CC2)n1	i	17
109	Cc1ccc(N2CC(C(=O)Nc3nc4ccc(S(C)(=O)=O)cc4s3)CC2=O)cc1 (stereo unspecified)	?	.
110	CCOC(=O)C1(C)/C(=N/Nc2ccccc2OC)C(=O)C(=O)N1c1ccccc1 (stereo unspecified)	-12%	2
111	CCCc1ccc(Oc2cc(Cl)nc(N)n2)cc1	15%	1
112	CCOC(=O)c1ccc(NC(=S)N2CCN(C)CC2)cc1	?	.
113	CCOC(=O)C1(CC2CC2)CCN(Cc2cn[nH]c2-c2cccc(F)c2)CC1	-9%	-12
114	O=C(NCCc1c[nH]c2ccccc12)/C(=C\c1cccnc1)NC(=O)c1cccs1	26%	.
115	NCC(O)COc1ccc2c(c1)OCO2 (stereo unspecified)	?	.
116	Cc1ccc(NC(=O)C2CC(O)CN2C(=O)OCc2ccccc2)cc1C (stereo unspecified)	i	-15

A portion of the library. The share of hits here may be higher or lower than overall.
